GPR151 activ: human GPR151 activation | AID 1508602 | activation, % at 11.2 µM | 1% of 650,000 active | Q8TDV0 | PathHunter beta-arrestin GPR151 cells, luminescence; in the data active means activation above about 4.9%;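 further: 0% = median of compound wells and 100% = cells with positive control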
Target sequence (Q8TDV0 whole entry, looked up): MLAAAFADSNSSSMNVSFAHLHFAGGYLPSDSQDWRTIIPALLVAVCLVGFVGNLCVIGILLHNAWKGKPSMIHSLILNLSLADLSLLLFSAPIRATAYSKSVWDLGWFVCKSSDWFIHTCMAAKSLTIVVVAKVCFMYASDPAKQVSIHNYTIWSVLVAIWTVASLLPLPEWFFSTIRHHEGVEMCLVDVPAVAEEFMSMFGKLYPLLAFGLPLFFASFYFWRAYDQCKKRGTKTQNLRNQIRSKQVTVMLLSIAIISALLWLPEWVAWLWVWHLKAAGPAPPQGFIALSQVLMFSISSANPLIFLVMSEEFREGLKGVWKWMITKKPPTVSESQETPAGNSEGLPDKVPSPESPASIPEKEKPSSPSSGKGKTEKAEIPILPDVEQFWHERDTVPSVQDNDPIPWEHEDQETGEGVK
TEAD-YAP block: TEAD-YAP interaction inhibition; HEK-TIYL cells, TEAD-Gal4/YAP UAS-luciferase luminescence; inhibition, % at 9.12 µM; 1.4% of 640,000 active; AID 1259422; in the data active means inhibition above about 32%;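 further: 0% = median of test compound wells and 100% = reference inhibitor wells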
MITF primary: blocks human microphthalmia-associated transcription factor. O75030. AlphaScreen MITF homodimerization, bead proximity signal. inhibition, % at 2.6 µM. 0.91% of 650,000 active; in the data active means inhibition above about 50%;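 further: 0% = vehicle wells with protein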
Target sequence (O75030 whole entry, looked up): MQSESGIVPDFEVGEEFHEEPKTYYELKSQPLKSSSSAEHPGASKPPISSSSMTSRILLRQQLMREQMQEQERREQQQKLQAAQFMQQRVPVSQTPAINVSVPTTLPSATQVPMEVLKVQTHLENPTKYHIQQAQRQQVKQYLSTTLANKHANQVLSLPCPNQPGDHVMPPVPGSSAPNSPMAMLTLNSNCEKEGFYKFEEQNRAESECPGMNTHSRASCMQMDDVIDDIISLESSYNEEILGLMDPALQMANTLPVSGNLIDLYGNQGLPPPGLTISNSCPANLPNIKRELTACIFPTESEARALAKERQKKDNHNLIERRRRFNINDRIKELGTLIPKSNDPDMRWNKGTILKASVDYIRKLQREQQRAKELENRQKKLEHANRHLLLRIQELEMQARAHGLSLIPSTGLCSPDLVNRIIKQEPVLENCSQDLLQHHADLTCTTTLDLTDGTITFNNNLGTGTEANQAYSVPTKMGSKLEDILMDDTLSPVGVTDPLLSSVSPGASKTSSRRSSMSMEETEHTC
FBW7 activator: activators of human E3 ligase FBW7. 0.13% of 650,000 active. normalized activity (activation), % at 26.1 µM. AID 1259310. AlphaScreen FBW7–phospho-cyclin E peptide binding, activator screen. Q969H0; in the data active means normalized activity above about 1.9%;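 further: purified mutant Fbw7 with reduced substrate affinity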
An asterisk follows results filed as active; . = not tested or not shown.

A first look (6 entries):
item	SMILES	TEAD-YAP block	FBW7 activator
1	CC(C)c1ccc(C2C(C#N)=C(N)Oc3cc(N)ccc32)cc1 (stereo not given)	-16	0.0
2	COCCn1nnnc1C(c1ccccc1F)N1CCN(c2ccccc2F)CC1 (stereo not given)	0	0.5
3	COc1cc(Nc2ncnc3nc(-c4ccc(C(N)=O)cc4)[nH]c23)cc(OC)c1OC	14	-0.2
4	CCCCCCC1CCC(C(=O)OC(C)C(=O)c2ccc(C3CCC(CCC)CC3)cc2)CC1 (stereo not given)	-2	0.0
5	CCOC(=O)N1CCC(NC(=O)c2cc3c(s2)-c2ccccc2OC3)CC1	3	0.4
6	O=C(CC(=O)N1CCCCC1)N1CCCCC1	2	-0.1

item	GPR151 activ	MITF primary
1	-1.7	-4
2	-0.8	17
3	-1.7	1
4	4.8	3
5	0.5	-4
6	0.4	6

The list itself, from the start:
item	SMILES	TEAD-YAP block	FBW7 activator
1	CC(C)c1ccc(C2C(C#N)=C(N)Oc3cc(N)ccc32)cc1 (stereo not given)	-16	0.0
2	COCCn1nnnc1C(c1ccccc1F)N1CCN(c2ccccc2F)CC1 (stereo not given)	0	0.5
3	COc1cc(Nc2ncnc3nc(-c4ccc(C(N)=O)cc4)[nH]c23)cc(OC)c1OC	14	-0.2
4	CCCCCCC1CCC(C(=O)OC(C)C(=O)c2ccc(C3CCC(CCC)CC3)cc2)CC1 (stereo not given)	-2	0.0
5	CCOC(=O)N1CCC(NC(=O)c2cc3c(s2)-c2ccccc2OC3)CC1	3	0.4
6	O=C(CC(=O)N1CCCCC1)N1CCCCC1	2	-0.1
7	Cc1cc(=O)oc2c(CN3CCC(C)CC3)c(O)ccc12	5	-0.1
8	COc1cc(/C=N/Nc2ccc(Cl)c(C(=O)O)c2)cc(OC)c1OC	-16	0.3
9	COCc1cc(C)nc2sc(C(=O)Nc3ccccc3)c(N)c12	-41	0.1
10	CC1=C(C(=O)OCCOC(C)C)C(c2ccc(Br)cc2)NC(=O)N1 (stereo not given)	7	0.1
11	CS(=O)(=O)c1ccc(-n2nnc3ccccc32)c([N+](=O)[O-])c1	-3	0.1
12	COc1cccc2cc(C(=O)NC(C)=O)c(=Nc3ccc(C(C)=O)cc3)oc12	-2	0.2
13	Cc1nn(C)c(C)c1S(=O)(=O)N1CCCC(C(=O)NC(C)c2ccccc2)C1 (stereo not given)	5	-0.2
14	CCOC(=O)CN1CCC(n2nnc3cc(C(F)(F)F)ccc32)CC1	-2	0.1
15	CC(C)n1cnc2c(N)nc(NCCN3CCOCC3)nc21	-8	0.0

item	GPR151 activ	MITF primary
1	-1.7	-4
2	-0.8	17
3	-1.7	1
4	4.8	3
5	0.5	-4
6	0.4	6
7	-1.3	10
8	0.1	14
9	2.5	-3
10	0.0	-5
11	-1.3	22
12	-1.2	3
13	-0.4	2
14	0.7	-2
15	-0.7	1

(continued)
item	SMILES	TEAD-YAP block	FBW7 activator
16	CCOC(=O)C1=C(N)OC2=C(C(=O)CC(C)(C)C2)C1c1c(Cl)cccc1Cl (stereo not given)	9	-0.1
17	NC(=O)NCC(=O)N1CCN(c2ccc([N+](=O)[O-])cc2)CC1	-3	0.0
18	Cn1c(=O)[nH]c(=O)c2nonc21	4	0.1
19	COc1ccc(NC(=O)c2ccc(-c3ccc(-c4noc(C)n4)cc3C)cc2)cc1OCCN(C)C	.	0.0
20	CCOC(=O)c1ccc(NC(=O)CSc2nc3ccccc3c(=O)[nH]2)cc1	19	0.0
21	CNc1cc(NS(=O)(=O)c2ccc(N)cc2)nc(NC)n1	15	0.2
22	COCC(C)NC(=O)CCC1(Cc2ccc(OC)c3ccccc23)CCC(=O)N1 (stereo not given)	-3	-0.1
23	CCOCCCNC(=O)c1cccc(I)c1	-12	0.1
24	O=C(O)CSCc1nc2sc3c(c2c(=O)[nH]1)CCCC3	-2	-0.1
25	O=C(NNC(=O)c1cccnc1SCc1cccc([N+](=O)[O-])c1)c1ccccn1	39*	-0.8
26	CCCc1nc2ccccc2n1CCc1ccccc1	-19	-0.1
27	CCOc1ccc(CC(=O)NNC(=O)Nc2cccc(C(F)(F)F)c2)cc1OCC	6	0.3
28	O=C(CSCc1cccc(Br)c1)N1CCOCC1	-6	0.1
29	CN(Cc1ccccc1)C(=O)CSc1nnc(-c2cccnc2)n1-c1ccccc1F	-1	0.4
30	CCSc1nc2c(c(=O)n1-c1ccc(Cl)cc1)SCC2	3	0.1

item	GPR151 activ	MITF primary
16	0.2	1
17	0.6	2
18	2.1	-10
19	0.9	6
20	0.2	6
21	-1.9	10
22	-1.0	19
23	-0.5	22
24	-1.3	3
25	-0.6	24
26	-0.8	-2
27	2.2	12
28	1.2	14
29	-0.4	6
30	-0.7	-19

(list continues)
item	SMILES	TEAD-YAP block	FBW7 activator
31	COC(=O)C1=CN(CC2CCCO2)C=C(C(=O)OC)C1c1ccccc1OC(C)C (stereo not given)	4	0.0
32	COc1ccc(/C=C(\NC(=O)c2ccc([N+](=O)[O-])cc2)C(=O)NCCCN(C)C)cc1	3	-0.1
33	O=C(NCC1CCCO1)c1cc2nc(-c3ccc(Cl)c(Cl)c3)cc(C(F)(F)F)n2n1 (stereo not given)	1	0.0
34	O=C(Cc1ccc([N+](=O)[O-])cc1)Nc1ccon1	3	0.9
35	O=[N+]([O-])c1ccc(O)c(C2N(c3ccccc3)CCN2c2ccccc2)c1	-8	0.1
36	O=C(NCc1ccccc1Cl)c1ccc(N2CC3CC(C2)c2cccc(=O)n2C3)c(NS(=O)(=O)c2ccc(Br)cc2)c1 (stereo not given)	-2	-0.3
37	Cc1ccc(N/C(=N/S(=O)(=O)c2ccccc2)c2ccccc2)cc1	44*	0.3
38	COc1cccc(-c2ccc(NCc3cc(OC)c(OC)c(OC)c3)nc2)c1	-1	0.0
39	O=[N+]([O-])c1cccc(N=Cc2nc(-c3ccccc3Br)oc2O)c1	4	0.0
40	COC(=O)c1ccc(-c2ccc(/C=N\Nc3ccc([N+](=O)[O-])cn3)o2)cc1	5	0.3
41	COc1ccc(CNC(=O)c2cc3ccccc3oc2=O)cc1	-7	-0.1
42	CN(CCc1ccccc1)C(=O)CCSCc1ccccc1F	1	0.2
43	CN(CC(=O)N1CCCCCC1)S(=O)(=O)c1cccc2cccnc12	9	0.3
44	COc1cc(N2CCN(C(=O)c3cccc(Cl)c3)CC2)nc(OC)n1	1	0.1
45	COc1ccccc1C(=O)NCC(=O)N=Nc1c(O)[nH]c2ccccc12	2	0.0

item	GPR151 activ	MITF primary
31	0.6	7
32	0.7	-3
33	-0.5	3
34	-0.7	10
35	-0.1	-3
36	-1.2	-9
37	1.2	9
38	0.1	3
39	-1.2	-4
40	-0.6	23
41	-0.5	-3
42	0.7	15
43	-0.8	9
44	-1.8	-7
45	-0.2	13

More structures:
item	SMILES	TEAD-YAP block	FBW7 activator
46	Cc1cc(C)cc(N(CC(=O)N2CCN(C)CC2)S(C)(=O)=O)c1	5	0.0
47	Cc1cc(C(=O)N2CCC[C@@H]3CN(C(=O)Cc4cccc(F)c4)CC[C@@H]32)c2ccccc2n1	1	-0.2
48	COC(=O)C1=C(C(=O)OC)[C@@H]2N(Cc3ccccc3)c3ccccc3[C@@]23C[C@@H](CO)N(C(=O)Nc2ccc(C(F)(F)F)cc2)C3=N1	.	-0.1
49	N#CC1=C(N)NC(S)=C(C#N)C1c1ccccc1C(F)(F)F (stereo not given)	0	0.0
50	CC(C)C(=O)Nc1scc(-c2ccccc2)c1C(=O)O	-13	0.0
51	Cc1nc(SCC(=O)O)[nH]c(=O)c1CC(C)C	-2	0.2
52	CCOC(=O)C1=C(C)N=c2s/c(=C/c3ccc(OC)cc3)c(=O)n2C1c1ccc(OC(C)=O)cc1 (stereo not given)	9	-0.1
53	O=C(OC(C(=O)NC1CCCC1)c1ccccn1)c1ccco1 (stereo not given)	-10	-0.1
54	CCn1cc(/C=C(\NC(=O)c2ccccc2)C(=O)N2CCCC2)c2ccccc21	4	-0.1
55	Cn1cnnc1C1CCCN(c2nc3nonc3nc2N2CCCCC2)C1 (stereo not given)	-10	0.3
56	Cc1ccccc1Nc1cnn(C23CC4CC(CC(C4)C2)C3)c(=O)c1Cl	-10	-0.2
57	CC(=O)Nc1ccc2nc(NC(=O)c3ccc(NC(=O)C45CC6CC(CC(C6)C4)C5)cc3)sc2c1	-34	0.1
58	O=C(O)COc1ccccc1/C=N/Nc1ccccn1	7	-0.2
59	Cc1nn(C)cc1-c1nc(C(N)=O)c2[nH]c(=O)n(Cc3ccccc3)c2n1	18	-0.1
60	Brc1ccc(-c2nnc3ccc(Nc4ccccc4)nn23)cc1	-3	-0.1

item	GPR151 activ	MITF primary
46	1.1	4
47	-0.7	-3
48	-0.5	-1
49	-1.3	11
50	-0.8	-7
51	-0.1	-4
52	-0.6	11
53	0.4	-8
54	0.5	14
55	-0.9	1
56	0.1	-17
57	-1.0	18
58	0.3	7
59	0.9	5
60	0.0	-7

(list continues)
item	SMILES	TEAD-YAP block	FBW7 activator
61	CC(C)(C)c1ccc(/C=C/c2nc3ccccc3c(=O)n2-c2ccc(F)c(Cl)c2)cc1	-9	0.0
62	Cc1nn(C)cc1CN1CCOc2ccc(CN3CCC(Oc4cccnc4)CC3)cc2C1	-4	-0.1
63	O=C(COc1coc(CN2CCN(c3ccc(F)cc3)CC2)cc1=O)NCC1CCCO1 (stereo not given)	7	-0.3
64	CCN(CC)C(=O)c1cc2c(C)nc3ccccc3c2o1	1	0.2
65	C=CCn1c(SCC(=O)c2cccc([N+](=O)[O-])c2)nnc1-c1ccncc1	-3	0.4
66	COc1ccccc1C(=O)N1CCCC(c2nc(-c3ccc(F)cc3)no2)C1 (stereo not given)	-2	0.0
67	O=C(CSc1ccc2nnc(-c3ccncc3)n2n1)c1ccc(Cl)cc1	-4	1.0
68	CN(Cc1ccc(-n2cccn2)cc1)C1CCC(=O)N(Cc2ccc(F)cc2F)CC1 (stereo not given)	-4	0.3
69	NC(=O)Nc1ccc(C(=O)OCC(=O)Nc2ccc(Cl)cn2)cc1	7	0.0
70	COC(=O)c1cccc(NC(=O)CNC(=O)C2CCCCC2)c1	6	0.1
71	CCOC(=O)C1=C(C)N=c2s/c(=C/c3cc([N+](=O)[O-])ccc3N3CCN(C)CC3)c(=O)n2C1c1ccc(OC)cc1 (stereo not given)	-11	0.1
72	Cc1ccc(-n2c(SCC(=O)Nc3cccc(Cl)c3C)nc3[nH]ncc3c2=O)cc1	30	0.0
73	COC(=O)CC1=CC(C)(CC(=O)OC)C(C#N)(C#N)C(N)=C1C#N (stereo not given)	6	-0.1
74	CC1=NN(c2ccccc2)C(=O)/C1=C/c1cn(CC(O)CN2CCOCC2)c2ccccc12 (stereo not given)	-1	-0.5
75	CCCNC(CC(=O)Nc1ccc(OC)cc1)C(=O)O (stereo not given)	-2	0.0

item	GPR151 activ	MITF primary
61	-0.3	8
62	-0.7	-17
63	-2.8	-2
64	1.8	10
65	0.5	3
66	-0.8	9
67	-0.3	12
68	-0.2	-5
69	2.3	-4
70	0.0	8
71	1.0	-9
72	3.0	4
73	-0.6	10
74	0.2	17
75	1.0	-4

Continuation.
item	SMILES	TEAD-YAP block	FBW7 activator
76	Cc1ccc(NC(=O)C2CCN(S(=O)(=O)c3ccc(F)cc3)CC2)c(C(=O)c2ccccc2)c1	3	0.1
77	Cc1ccc(N(CC(=O)Nc2cccc(C)c2)S(=O)(=O)c2cccs2)cc1	0	-0.1
78	CCOC(=O)C1=C(C)N(c2ccc(C)c(C)c2)C(=O)/C1=C\c1cccc2ccccc12	-15	-0.5
79	Cc1ccc(-n2nnc3c(=O)n(CC(=O)N4CCC(Cc5ccccc5)CC4)cnc32)cc1	-9	0.0
80	CCOCCCNC(=O)c1ncoc1-c1ccc(F)cc1	-6	-0.2
81	Cc1ccc(CNC(=O)CC(NS(=O)(=O)c2ccc(C)cc2)c2ccco2)cc1 (stereo not given)	3	-0.1
82	COc1ccc(C(=O)/C=C/Nc2ncccc2C)cc1OC	-50	-0.1
83	CCOC(=O)c1ccc(N2C(=O)CC(SCC(=O)Nc3ccc4ccccc4c3)C2=O)cc1 (stereo not given)	20	-0.1
84	COc1cccc(OCc2nc(N(C)Cc3ccncc3)c3cc(-c4cn[nH]c4)ccc3n2)c1	-1	0.3
85	COc1ccc(O[C@H]2C=C[C@@H](c3ccccc3)O[C@@H]2CO/N=C(\C)CCN2CCCc3nc(C)c(C)cc32)cc1	.	-0.2
86	O=C(COC(=O)Cc1ccc(Cl)cc1Cl)NCCCN1CCCC1=O	-2	-0.1
87	COc1ccc(NC(=O)c2nc(-c3ccncc3)no2)c(OC)c1	0	-0.1
88	COc1ccc(N2CCSCC2)cc1	3	0.1
89	COc1ccccc1N(CN1C(=O)c2ccccc2C1=O)C(C)=O	3	-0.1
90	COc1c(O)ccc(/C=N\NC(=O)c2ccc3c(c2)OCO3)c1[N+](=O)[O-]	-38	0.0
91	COc1ccc(S(=O)(=O)N2CCN(c3ccc([N+](=O)[O-])cc3)CC2)cc1OC	15	0.0

item	GPR151 activ	MITF primary
76	-0.9	9
77	0.1	1
78	0.4	12
79	0.2	-1
80	2.2	-4
81	1.7	1
82	-2.0	8
83	1.4	4
84	-1.7	14
85	-2.5	-2
86	-0.2	-1
87	0.0	0
88	1.2	18
89	-0.7	8
90	-2.3	-10
91	0.5	11
